# Compound activity: PubChem BioAssay, National Center for Advancing Translational Sciences (NCATS)
# aSyn rescue: qHTS of alpha-syn Inhibitors | Yeast expressing alpha-synuclein, growth rescue, BacTiter-Glo, 24 h | Potency, µM (titrated, usually from 46.1 µM), without a hit: top-dose growth rescue (activation), actives largely listed as activators | 370,000 compounds, 0.14% hits; note: potency is the fitted concentration of half-maximal effect; % of control where 0% means no effect; nearly all actives have a fitted effect of over 65% in size
#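 Rescue of yeast growth: cells expressing toxic alpha-synuclein, induced in galactose at OD600 0.02, incubated with compound 24 h at 30 C. ATP luminescence quantified growth; inhibitors of toxicity appear as activators.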
# DRD3 agonist: qHTS of D3 Dopamine Receptor Agonist: qHTS. D(3) dopamine receptor (Homo sapiens), P35462. D3R DiscoveRx beta-arrestin cells, luminescence, 90 min. max activation, %. 410,000 compounds, 0.58% hits; in the data active = max activation above about 30%; note: 0% is about no effect; mostly tested at two doses, the higher about 12 µM
# Target sequence (P35462 whole entry, looked up): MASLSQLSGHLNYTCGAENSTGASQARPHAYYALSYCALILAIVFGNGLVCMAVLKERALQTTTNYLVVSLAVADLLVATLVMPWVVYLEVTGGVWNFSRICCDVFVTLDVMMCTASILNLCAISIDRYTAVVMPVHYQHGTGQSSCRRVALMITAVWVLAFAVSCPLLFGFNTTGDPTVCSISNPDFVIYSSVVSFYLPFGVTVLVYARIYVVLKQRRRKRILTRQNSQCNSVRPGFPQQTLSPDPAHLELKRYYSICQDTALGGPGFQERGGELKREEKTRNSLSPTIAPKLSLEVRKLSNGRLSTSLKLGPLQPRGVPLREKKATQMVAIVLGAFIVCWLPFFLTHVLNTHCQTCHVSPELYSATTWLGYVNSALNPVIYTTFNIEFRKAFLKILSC
#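 Agonist mode: compounds and dopamine controls were applied to plated cells for 90 min at 37 degrees C after an overnight attachment at 1500 cells/well. Luminescent read-out followed 30 - 60 minutes at room temperature with DiscoveRx detection reagent.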
# EPAC2 antagonist: qHTS for Antagonist of cAMP-regulated guanine nucleotide exchange factor 2 (EPAC2): primary screen | EPAC2 GEF exchange of Rap1B-BODIPY-GDP, fluorescence | Rap guanine nucleotide exchange factor 4 (Homo sapiens), Q8WZA2 | AID 720708, 2013 | Potency, µM (series often up to 114 µM), for inactives: at the top dose activity, negative = inhibition, most hits filed as inhibitors | 360,000 compounds, 0.18% hits; note: potency is the fitted concentration of half-maximal effect; % is set by controls: 0 for no effect and ±100 for the full control effect; nearly all actives have a fitted effect of over 45% in size; many of its hits are not listed in these tables
# FUS suppressor: qHTS for Suppressors of FUS Proteinopathy: Primary screen using FUS-linked yeast assay; Potency, µM (titrated, usually from 76.6 µM), for the others: top-dose growth rescue (activation), usual class: activators; 390,000 compounds, 0.24% hits; S. cerevisiae FUS-expressing, growth rescue, OD600, 24 h; AID 1347120, 2019;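 note: potency is the fitted concentration of half-maximal effect; plate controls were DMSO vehicle for no effect and reference control for full effect; nearly all actives have a fitted effect of over 55% in size; some results filed as inactive show a strong effect at the top dose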
#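 Quantitative HTS measuring growth restoration of FUS-toxic yeast. Galactose-induced cells (OD 0.005) were exposed 24hr at 30C to compounds at several concentrations, then absorbance at 600 nm was recorded.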
# DRD3 antagonist: qHTS of D3 Dopamine Receptor Antagonist: qHTS | 360,000 compounds, 2.5% hits | D(3) dopamine receptor (Homo sapiens), P35462 | max response, negative = inhibition, % | D3R cells, DiscoveRx beta-arrestin luminescence, antagonist mode; stronger effect = lower value; in the data active = max response below about -50%; inconclusive = no clear call, values can overlap the other calls; note: % is set by controls: 0 for no effect and ±100 for the full control effect; mostly tested at two doses, the higher about 12 µM
#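 Cells expressing the human receptor were seeded at 1500 cells/well, incubated overnight at 37 degrees C in 5% CO2, then exposed to library compounds with dopamine controls for 90 minutes at 37 degrees C before luminescent detection.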
# Abeta yeast res: qHTS for compounds that reverse cellular toxicity of Amyloid beta (A-beta) peptide in yeast: Primary Screen; 410,000 compounds, 0.063% hits; AID 1347071, 2019; Potency, µM (highest dose often 46.1 µM), for the others: top-dose growth rescue, actives largely listed as activators; yeast expressing A-beta42, growth rescue, OD600, 48 h; response scale: 0% DMSO, 100% iron-clioquinol control; note: potency is the fitted concentration of half-maximal effect; nearly all actives have a fitted effect of over 55% in size
#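 Yeast A-beta toxicity model in growth medium with pinned compounds, 48 h at 30 C; growth read as absorbance at 600 nm. Normalized to FeCl3/clioquinol equimolar mix (positive) and DMSO (negative).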
# EPAC2 ag: qHTS for Agonist of cAMP-regulated guanine nucleotide exchange factor 4 (EPAC2): primary screen | EPAC2 activation, biochemical qHTS; response scale: 100% = 6.5 mM cAMP response | 360,000 compounds, 0.079% hits | AID 720711, 2013 | Potency, µM (doses to about 154 µM), for inactives: at the highest dose activation, actives largely listed as activators; note: potency is the fitted concentration of half-maximal effect; nearly all actives have a fitted effect of over 50% in size
#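 In this primary screen, activation is scored as increased exchange of BODIPY-GDP from Rap1B by 100 nM EPAC2, with 50 uM GDP as competitor. Signal is normalized to the 6.5 mM cAMP agonist control.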
# TDP-43 yeast inh: qHTS of TDP-43 Inhibitors | TDP-43 expressing yeast growth rescue, BacTiter-Glo, 24 h | Potency, µM (titrated, usually from 46.1 µM), inactives show at the highest dose growth rescue (activation), most hits filed as activators | 410,000 compounds, 1.8% hits | AID 652104, 2013; note: potency is the fitted concentration of half-maximal effect; % of control where 0% means no effect; nearly all actives have a fitted effect of over 50% in size
#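 Growth rescue of TDP-43-toxic yeast measured as ATP luminescence (BacTiter-Glo). Cells grown to mid-log in raffinose, induced in galactose at OD600=0.02, exposed to compound 24 hr at 30 deg C.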
# Numbers without * were called inactive; ? = inconclusive; . = not tested or not shown; [ ] = remark or other dose. Unless noted, calls come from the whole dose curve; as a rule, active = well fitted curve in the direction sought with a large enough effect; inconclusive = small, poorly fitted or top-dose-only effect, or another doubt; inactive = no such curve, though single readings can be large; an effect the other way counts as inactive or inconclusive. This is a subset, so the mix of outcomes need not match the whole.
1. Cc1ccc2sc(NC(=O)CSc3nc(C)cc(C)c3C#N)nc2c1
2. CC(C)(C)CC(=O)Nc1nn[nH]n1
3. COc1cc2c(cc1Cl)C(=O)C(F)(c1ccccc1)C(=O)N2 (stereo unspecified)
4. CCOc1ccc(S(=O)(=O)N2CCN(CC(O)COc3cccc([N+](=O)[O-])c3)CC2)cc1 (stereo unspecified)
5. COc1ccc(N2C(=O)C(CC(=O)Nc3ccccc3)N(CCC3=CCCCC3)C2=O)cc1 (stereo unspecified)
6. CC/C(O)=C1\C(=O)CC(C)(C)CC1=NCCc1nc2ccccc2[nH]1
7. CC1=C(C(=O)NC2CCCC(C)C2C)C2(CCCCC2)OC1=O (stereo unspecified)
8. CCCC[n+]1ccc(-c2nc3ccc([N+](=O)[O-])cc3[nH]2)cc1
Compound,1,2,3,4,5,6,7,8
aSyn rescue,4%,-11%,8%,0%,.,-5%,1%,-3%
DRD3 agonist,2,2,1,-34,-8,-8,1,-7
EPAC2 antagonist,2%,0%,-8%,-11%,.,15%,-5%,-9%
FUS suppressor,23%,.,-17%,-3%,15%,5%,-17%,.
DRD3 antagonist,-4,-15,8,0,.,-18,14,?
Abeta yeast res,1%,2%,11%,-11%,2%,-2%,0%,-11%
EPAC2 ag,6%,8%,-1%,11%,.,3%,2%,-12%
TDP-43 yeast inh,-8%,11%,13%,-9%,10%,-27%,22%,-10%

# Compounds listed so far that have four or more nitrogen atoms, in the order listed:
1. Cc1ccc2sc(NC(=O)CSc3nc(C)cc(C)c3C#N)nc2c1
2. CC(C)(C)CC(=O)Nc1nn[nH]n1
8. CCCC[n+]1ccc(-c2nc3ccc([N+](=O)[O-])cc3[nH]2)cc1
Compound,1,2,8
aSyn rescue,4%,-11%,-3%
DRD3 agonist,2,2,-7
EPAC2 antagonist,2%,0%,-9%
FUS suppressor,23%,.,.
DRD3 antagonist,-4,-15,?
Abeta yeast res,1%,2%,-11%
EPAC2 ag,6%,8%,-12%
TDP-43 yeast inh,-8%,11%,-10%

# Other entries
9. O=C(Cc1cccs1)Nc1cccc([N+](=O)[O-])c1
10. COc1cccc(NC(=O)Nc2nnc([C@@H]3C[C@H](O)[C@@H](CO)O3)s2)c1
11. O=C(Nc1cnn(Cc2ccc(Cl)cc2)c1)c1ccc([N+](=O)[O-])cc1
12. CC(=O)c1c(C)[nH]c(C(=O)COC(=O)CNS(=O)(=O)c2ccccc2)c1C
13. O=C(O)c1ccc(S(=O)(=O)c2ccc3c(c2)C(=O)N(NC(=O)c2ccncc2)C3=O)cc1
14. Cc1ccc(CNC(=O)CCc2ccc(S(=O)(=O)NC3CCCCC3)cc2)cc1
15. CSC1=C(C#N)C(C)C2=C(CC(C)(C)CC2=O)N1 (stereo unspecified)
16. CCCn1c(SCC(=O)NCc2ccc(Cl)cc2)n[nH]c1=O
Compound,9,10,11,12,13,14,15,16
aSyn rescue,0%,-7%,6%,5%,4%,13%,1%,-6%
DRD3 agonist,-3,-2,3,2,-3,5,1,-3
EPAC2 antagonist,4%,12%,-4%,-1%,0%,-15%,-7%,-12%
FUS suppressor,20%,-13%,7%,17%,36%,0%,-15%,16%
DRD3 antagonist,-4,-19,-26,22,-56*,4,30,-8
Abeta yeast res,20%,4%,?,17%,2%,6%,9%,4%
EPAC2 ag,2%,-3%,2%,0%,3%,2%,-6%,14%
TDP-43 yeast inh,?,18%,8%,18%,8%,-3%,3%,-11%

17. Cc1cc(C)c2cc(C(=O)N(C)C3CCN(C)CC3)[nH]c2c1
18. COc1ccc(C)cc1-n1c(SCC(=O)NCc2ccco2)nc2c([nH]c3ccccc32)c1=O
19. CCOC(=O)CC(=O)CSc1nnc2sc3ccccc3n12
20. Cn1ccnc1C1CCCCN1Cc1nc(-c2ccc3c(c2)OCO3)no1 (stereo unspecified)
21. COc1cccc(N(C(=O)CNC(=O)c2ccco2)C(C(=O)NC2CCCC2)c2ccncc2)c1 (stereo unspecified)
22. CCC(Oc1ccccc1F)C(=O)N1CCC(c2nc3ccccc3s2)CC1 (stereo unspecified)
23. Cn1c(=O)c2c(ncn2CC(=O)OCC(=O)Nc2ccccc2Cl)n(C)c1=O
24. CCSc1nc2sc3c(c2c(=O)n1CC)CC(C)(C)OC3
Compound,17,18,19,20,21,22,23,24
aSyn rescue,-1%,.,1%,0%,0%,.,-1%,4%
DRD3 agonist,9,-14,0,6,-4,10,2,-4
EPAC2 antagonist,6%,.,13%,-5%,-2%,.,3%,-3%
FUS suppressor,12%,?,6%,2%,12%,35%,.,-7%
DRD3 antagonist,?,.,-20,11,1,.,6,39
Abeta yeast res,1%,-12%,0%,-4%,11%,-10%,4%,8%
EPAC2 ag,6%,.,1%,2%,-4%,.,-10%,13%
TDP-43 yeast inh,-9%[1.82 µM],-7%,7%,-12%,-6%,25µM*,-5%,0%

# Just TDP-43 yeast inh, aSyn rescue and FUS suppressor (2 entries from above):
cpd | molecule | TDP-43 yeast inh | aSyn rescue | FUS suppressor
14 | Cc1ccc(CNC(=O)CCc2ccc(S(=O)(=O)NC3CCCCC3)cc2)cc1 | -3% | 13% | 0%
15 | CSC1=C(C#N)C(C)C2=C(CC(C)(C)CC2=O)N1 (stereo unspecified) | 3% | 1% | -15%

# (more compounds)
25. Cc1cc(-c2cc(N)n(-c3ccccc3)n2)c(C)n1C1CCCC1
26. COc1ccc(NS(=O)(=O)c2cccc3nsnc23)cc1OC
27. CCOC(=O)N1CCC(NC(=O)CNS(=O)(=O)c2ccc(Br)s2)CC1
28. O=C(Nc1nccs1)C(=O)c1c[nH]c2ccccc12
29. CCOCC(=O)Nc1ccc2c(c1)OCCO2
30. CCC(CC)C(=O)Nc1nnc(S(=O)(=O)N(C)c2cc(C)cc(C)c2)s1
31. O=C(COC(=O)c1ccc[n+]([O-])c1)Nc1ccccc1OC(F)F
32. Cc1ccc(CNC(=O)Cn2nnc(C(=O)Nc3ccc(Br)cc3)c2N)cc1
Compound,25,26,27,28,29,30,31,32
aSyn rescue,1%,1%,8%,-3%,1%,.,2%,3%
DRD3 agonist,-8,5,-1,-4,-4,-3,-9,4
EPAC2 antagonist,8%,4%,0%,2%,4%,.,2%,3%
FUS suppressor,38%,2%,8%,22%,8%,8%,-7%,23%
DRD3 antagonist,-5,7,13,15,8,.,-2,26
Abeta yeast res,-9%,10%,-2%,-16%,1%,-18%,-6%,5%
EPAC2 ag,3%,11%,1%,4%,5%,.,17%,1%
TDP-43 yeast inh,-10%,0%,7%,-13%,-15%,-10%,-23%,-4%

# Single values from the entries so far.
# `Cc1cc(-c2cc(N)n(-c3ccccc3)n2)c(C)n1C1CCCC1` @ DRD3 antagonist: -5
# `COc1ccc(NS(=O)(=O)c2cccc3nsnc23)cc1OC` @ DRD3 agonist: 5

# Remaining list, next part:
33. COc1ccc(C(=O)NC(=S)Nc2ccc(CN3CCOCC3)cc2)cc1OC
34. C=CCNC(=O)c1ccccc1Cl
35. Cc1ccc(NC(=O)C/C(N)=N/OC(=O)Nc2cccc(Cl)c2)cc1
36. COc1cccc(CN(C)CCCn2cnc3c(OC)ncnc32)c1
37. Cn1cnnc1SCC(=O)NC1CCCN(Cc2ccccc2F)C1 (stereo unspecified)
38. Cc1ccc(CN(C(=O)COc2ccc(C(C)(C)C)cc2)C2CCS(=O)(=O)C2)o1 (stereo unspecified)
39. Cc1ccc(CC(=O)NCc2nc(-c3cccc(C)c3)no2)cc1
40. O=C(Nc1cccc(Cl)c1)OCc1cn(-c2ccc(Cl)cc2)nn1
Compound,33,34,35,36,37,38,39,40
aSyn rescue,-5%,1%,-9%,-1%,-5%,.,.,0%
DRD3 agonist,0,6,-2,1,-2,-8,0,-1
EPAC2 antagonist,-8%,-7%,2%,8%,5%,.,.,-4%
FUS suppressor,6%,2%,-19%,-7%,-8%,?,3%,-1%
DRD3 antagonist,49,2,-25,-8,12,.,.,-5
Abeta yeast res,-6%,13%,0%,14%,-7%,-2%,6%,-3%
EPAC2 ag,13%,8%,8%,0%,4%,.,.,15%
TDP-43 yeast inh,1%,-9%,11%,0%,-8%,29%,18µM*,20%

41. CN(CC(=O)Nc1ccc(F)cc1)C(=O)COc1ccc([N+](=O)[O-])cc1Cl
42. CCOC(=O)N1CCN(CC(O)c2ccc3c(c2)CCN3)CC1 (stereo unspecified)
43. CC(=O)c1ccc(S(=O)(=O)N2CCCC2)cc1
44. COc1ccc(C(=O)Oc2cc(/C=N/NC(N)=S)ccc2OC)cc1
45. CC(=O)Nc1c(Cl)cc2c(c1Cl)Cc1cc(C#N)ccc1-2
46. C/C(=N/NC(=O)c1ccncc1)c1cc2ccc(O)cc2oc1=O
47. COC(=O)c1scc(S(=O)(=O)C(C)C)c1N/N=C(\C#N)C(=O)c1ccc(Cl)cc1
48. O=C(C1CCN(S(=O)(=O)c2cccc3cccnc23)CC1)N1CCN(c2ccccn2)CC1
49. CC1(C)COC(Cc2ccccc2)=N1
50. CSc1nncc(-c2ccc(F)cc2)n1
51. CN(C)c1ccnc2sc3c(=O)n(Cc4ccccc4)cnc3c12
Compound,41,42,43,44,45,46,47,48,49,50,51
aSyn rescue,3%,-18%,0%,-3%,2%,-1%,-45%[inhibitor],-15%,5%,3%,7%
DRD3 agonist,-3,-1,-11,-4,-9,14,-2,1,0,1,1
EPAC2 antagonist,0%,1%,-1%,3%,11%,.,-14%,1%,-10%,7%,-3%
FUS suppressor,13%,20%,8%,?,.,.,21%,16%,-11%,-16%,11%
DRD3 antagonist,6,-4,-21,-19,0,18,2,-7,29,-2,-8
Abeta yeast res,-5%,-1%,10%,29%,10%,-1%,-41%[inhibitor],19%,1%,16%,5%
EPAC2 ag,7%,10%,5%,-5%,-10%,89µM*,1%,13%,-2%,9%,0%
TDP-43 yeast inh,21%,-15%,-19%,?,13%,4%,?,14%,0%,?,19%
